FUS yeast rescue: rescues growth of FUS-expressing yeast; S. cerevisiae FUS-expressing, growth rescue, OD600, 24 h; Potency, µM (doses to about 76.6 µM), for the others: top-dose growth rescue (activation), actives largely listed as activators; 390,000 tested, 0.24% active;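 also: potency is read from the fitted curve at half-maximal effect; plate controls were DMSO vehicle for no effect and reference control for full effect; nearly all actives have a fitted effect of over 55% in size; some results filed as inactive show a strong effect at the top dose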
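Cultures pregrown in 2.5% raffinose medium are shifted to minimal medium containing 2% galactose to express toxic FUS. Compounds are tested at several concentrations. After 24hr at 30C, growth is quantified at 600 nm absorbance.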
aSyn rescue: rescues yeast growth from alpha-synuclein toxicity. Yeast expressing alpha-synuclein, growth rescue, BacTiter-Glo, 24 h. Potency, µM (titrated, usually from 46.1 µM), for the others: at the highest dose growth rescue (activation), hits mostly activators. 370,000 tested, 0.14% active. AID 652106; also: potency is read from the fitted curve at half-maximal effect; % of control where 0% means no effect; nearly all actives have a fitted effect of over 65% in size
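Rescue of yeast growth: cells expressing toxic alpha-synuclein, induced in galactose at OD600 0.02, incubated with compound 24 h at 30 C. ATP luminescence quantified growth; inhibitors of toxicity appear as activators.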
EPAC1 antag: antagonists of human EPAC1; O95398; EPAC1 GEF assay, Rap1b-BODIPY-GDP exchange fluorescence; Potency, µM (highest dose often 115 µM), for the others: at the highest dose activity change, negative = inhibition, actives largely listed as inhibitors; 360,000 tested, 0.14% active; AID 720709;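 also: potency is read from the fitted curve at half-maximal effect; plate controls were vehicle for no effect and positive control for full effect; nearly all actives have a fitted effect of over 50% in size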
Target sequence (O95398 whole entry, looked up): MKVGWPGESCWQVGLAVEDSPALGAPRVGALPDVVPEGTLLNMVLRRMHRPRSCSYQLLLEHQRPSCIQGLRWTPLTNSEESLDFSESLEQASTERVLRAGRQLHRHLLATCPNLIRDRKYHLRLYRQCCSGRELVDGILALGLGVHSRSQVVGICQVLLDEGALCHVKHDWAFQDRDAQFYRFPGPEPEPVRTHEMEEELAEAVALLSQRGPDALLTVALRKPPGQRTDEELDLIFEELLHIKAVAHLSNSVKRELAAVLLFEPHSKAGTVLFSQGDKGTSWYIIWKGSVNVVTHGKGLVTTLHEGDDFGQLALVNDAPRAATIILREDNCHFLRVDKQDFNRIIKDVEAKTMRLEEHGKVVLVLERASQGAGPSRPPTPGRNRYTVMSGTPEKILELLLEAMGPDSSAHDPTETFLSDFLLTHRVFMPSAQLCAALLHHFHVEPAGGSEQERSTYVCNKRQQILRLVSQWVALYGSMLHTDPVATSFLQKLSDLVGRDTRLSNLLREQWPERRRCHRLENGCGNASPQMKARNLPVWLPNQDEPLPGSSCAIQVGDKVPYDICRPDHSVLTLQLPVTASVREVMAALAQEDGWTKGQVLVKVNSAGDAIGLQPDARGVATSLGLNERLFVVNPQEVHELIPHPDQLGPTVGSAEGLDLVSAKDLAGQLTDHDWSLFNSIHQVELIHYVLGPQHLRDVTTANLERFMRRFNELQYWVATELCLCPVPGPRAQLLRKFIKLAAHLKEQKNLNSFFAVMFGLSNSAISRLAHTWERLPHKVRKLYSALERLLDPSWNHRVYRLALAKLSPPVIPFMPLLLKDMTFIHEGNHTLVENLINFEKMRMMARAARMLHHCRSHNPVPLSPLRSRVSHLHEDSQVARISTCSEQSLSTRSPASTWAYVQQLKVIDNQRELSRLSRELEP
PI5P4Ka inh: PI5P4K alpha (human) kinase inhibition; P48426; 330,000 tested, 1.2% active; PI5P4Kalpha enzyme, ADP-Glo luminescence, 60 min; hits give low values; max response, %; active = max response of -50% or lower; inconclusive = between -30% and -50%; inactive = -30% or higher; also: value at the top dose of about 77 µM; % is scaled to controls: 0 for no effect and ±100 for the full control effect
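Compounds were pin-transferred onto PI5P4Kalpha and substrate in HEPES pH 7.4 buffer with EGTA, CHAPS and 5% DMSO. ATP (5 microM final) started the reaction, which ran 60 minutes at room temperature before ADP-Glo detection.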
EPAC1 agonist: agonists of human EPAC1; 360,000 tested, 0.073% active; AID 720707; Potency, µM (doses to about 154 µM), for the others: top-dose activation, actives largely listed as activators; EPAC1 agonist qHTS, biochemical assay; response scale: 100% = response to 6.5 mM cAMP; O95398; also: potency is read from the fitted curve at half-maximal effect; nearly all actives have a fitted effect of over 60% in size
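Fluorescent GDP-exchange assay: 100 nM EPAC1 with 250 nM Rap1B preloaded with BODIPY-GDP and 50 uM GDP; compounds tested as concentration series, 5 min at room temperature, then read every 5 min for 30 min (ex 480/em 540 nm); normalized to 6.5 mM cAMP.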
WRN inhibitor: WRN helicase (human) inhibition | 360,000 tested, 0.46% active | Potency, µM (titrated, usually from 114 µM), without a hit: at the highest dose activity change, negative = inhibition, most hits filed as inhibitors | WRN helicase unwinding, fluorescent forked duplex, kinetic | AID 651768 | Q14191; also: potency is read from the fitted curve at half-maximal effect; % is scaled to controls: 0 for no effect and ±100 for the full control effect; nearly all actives have a fitted effect of over 55% in size
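Primary qHTS, 1536-well format. 20 nM WRN + compound, 15 min RT; start with 100 nM forked fluorophore/quencher duplex, 2 mM ATP (final); kinetic read ex 525/em 598 nm.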
IL2 activator: IL-2 activation. activation, % (series mostly up to about 46 µM). IL-2 activation reporter assay, cell-based qHTS; stimulated with anti-CD3/CD4/CD28 beads; in transgenic mouse T cells. 360,000 tested, 0.065% active; in the data active = activation above about 50%; inconclusive = mostly about 30% to 49%; also: 0% is about no effect
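Using fluorescent plate cytometry, EGFP and DsRed are detected in transgenic mouse T cells stimulated 18 h at 37 degrees C with antibody-coated beads after 60 min compound pretreatment.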
PLK1 PBD inh: blocks phosphopeptide binding to human PLK1 polo-box domain | Potency, µM, without a hit: max response, negative = inhibition, most hits filed as inhibitors | P53350 | Plk1 PBD binding of FITC phosphopeptide, fluorescence polarization | 360,000 tested, 2.8% active | AID 720504; also: potency is read from the fitted curve at half-maximal effect; series mostly up to about 57 µM; % is scaled to controls: 0 for no effect and ±100 for the full control effect; nearly all actives have a fitted effect of over 65% in size
Abeta rescue: compounds reversing amyloid beta toxicity in yeast. yeast expressing A-beta42, growth rescue, OD600, 48 h; response scale: 0% DMSO, 100% iron-clioquinol control. Potency, µM (top dose mostly 46.1 µM), for the others: at the highest dose growth rescue, hits mostly activators. 410,000 tested, 0.063% active; also: potency is read from the fitted curve at half-maximal effect; nearly all actives have a fitted effect of over 55% in size
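Yeast growth medium received pinned compounds, then yeast cells expressing toxic A-beta were added; plates incubated at 30 C for 48 hr. Growth read as absorbance at 600 nm, normalized to DMSO and equimolar FeCl3 plus clioquinol controls.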
Starred values were filed as active, the others as inactive; [ ] = dose if it differs, or a comment. Unless noted, calls follow the shape of the dose curve; as a rule, active = well fitted curve in the direction sought with a large enough effect; inconclusive = small, poorly fitted or top-dose-only effect, or another doubt; inactive = no such curve, though single readings can be large; an effect the other way counts as inactive or inconclusive. The order is random. Share with any hit: about 4.1%.

`COc1ccc(NC(=O)N(C)[C@H]2C[C@H]3c4[nH]c5ccccc5c4CCN3C(=O)[C@H]2[C@H](C)O)cc1` gave FUS yeast rescue 29%, aSyn rescue -2%, EPAC1 antag -10%, PI5P4Ka inh -4, EPAC1 agonist -16%, WRN inhibitor -11%, IL2 activator -1.7, PLK1 PBD inh -16% and Abeta rescue -11%.
`O=C(/C=C/c1ccc(O)c(O)c1)NC(=O)c1ccccc1O` gave FUS yeast rescue -3%, aSyn rescue -4%, EPAC1 antag inconclusive, PI5P4Ka inh inconclusive, EPAC1 agonist -8%, WRN inhibitor 56µM*, IL2 activator 1.9, PLK1 PBD inh -6% and Abeta rescue -12%.
`Brc1ccc(Oc2ncc(CN3CCN(c4ccccc4)CC3)s2)cc1` gave FUS yeast rescue 9%, aSyn rescue -4%, EPAC1 antag 1%, PI5P4Ka inh 1, EPAC1 agonist -2%, WRN inhibitor -7%, IL2 activator 1.0, PLK1 PBD inh -1% and Abeta rescue inconclusive.
COc1ccc(NC(=O)CN(c2ccc([N+](=O)[O-])cc2)S(=O)(=O)c2ccccc2)cc1 was read as aSyn rescue 16%, EPAC1 antag 0%, PI5P4Ka inh 6, EPAC1 agonist 2%, WRN inhibitor 0%, IL2 activator -0.2, PLK1 PBD inh -1% and Abeta rescue -7%.
COc1ccc(C(=O)C(C)N(C(=O)c2ccc(Cl)cc2Cl)N2C(=O)C3C4C=CC(C4)C3C2=O)cc1 (stereo unspecified) was read as FUS yeast rescue 51%, aSyn rescue 12%, EPAC1 antag 4%, EPAC1 agonist 6%, WRN inhibitor -4%, IL2 activator -3.6, PLK1 PBD inh -2% and Abeta rescue 7%.
`COc1cc2cncc(Cc3ccccc3)c2cc1O` gave FUS yeast rescue 11%, aSyn rescue 6%, EPAC1 antag -6%, PI5P4Ka inh -7, EPAC1 agonist 4%, WRN inhibitor -8%, IL2 activator 0.9, PLK1 PBD inh 3% and Abeta rescue 12%.
COc1ccc2c(c1OC)C(=O)N(c1cccc(/C=C/C(=O)O)c1)C2 was read as FUS yeast rescue -1%, aSyn rescue 1%, EPAC1 antag -2%, PI5P4Ka inh -1, EPAC1 agonist 5%, WRN inhibitor -11%, IL2 activator 1.3, PLK1 PBD inh 4% and Abeta rescue 10%.
Screening CCOc1ccccc1NS(=O)(=O)c1c(C)noc1C returned FUS yeast rescue 9%, aSyn rescue -1%, EPAC1 antag -3%, PI5P4Ka inh 2, EPAC1 agonist -1%, WRN inhibitor 0%, IL2 activator -0.5, PLK1 PBD inh 0% and Abeta rescue 12%.
For O=C(CSc1nc2ccccc2[nH]1)N1CCN(c2ccc(F)cc2)CC1 the results were FUS yeast rescue 18%, aSyn rescue -3%, EPAC1 antag -7%, PI5P4Ka inh -7, EPAC1 agonist 2%, WRN inhibitor -2%, IL2 activator 0.4, PLK1 PBD inh -3% and Abeta rescue 4%.
Screening Cc1ccc(S(=O)(=O)NCC(=O)OCC(=O)N2CC(C)OC(C)C2)cc1 (stereo unspecified) returned FUS yeast rescue -17%, aSyn rescue 5%, EPAC1 antag 0%, PI5P4Ka inh 4, EPAC1 agonist -2%, WRN inhibitor 1%, IL2 activator 0.2, PLK1 PBD inh 4% and Abeta rescue -2%.
Screening COc1ccccc1C(=O)N1CCN(Cc2cccnc2)CC1 returned FUS yeast rescue -4%, aSyn rescue 4%, EPAC1 antag -14%, PI5P4Ka inh 5, EPAC1 agonist 0%, WRN inhibitor inconclusive, IL2 activator 1.0, PLK1 PBD inh 0% and Abeta rescue -6%.
`COc1ccc(NC(=O)c2cc3c(CO)cnc(C)c3oc2=Nc2cc(OC)cc(OC)c2)cc1` gave FUS yeast rescue -3%, aSyn rescue -2%, EPAC1 antag -7%, PI5P4Ka inh -2, EPAC1 agonist 7%, WRN inhibitor -7%[57.1 µM], IL2 activator 2.0, PLK1 PBD inh -6% and Abeta rescue 2%.
CCOC(=O)c1cc2ccccc2n1CCN(CC)CC was read as FUS yeast rescue 17%, aSyn rescue 4%, EPAC1 antag 12%, EPAC1 agonist -3%, WRN inhibitor 6%, IL2 activator 3.1, PLK1 PBD inh -9% and Abeta rescue -4%.
`COc1ccc(CN2CCNC(=O)C2CC(=O)N(C)CC2CCOCC2)cc1C` (stereo unspecified) gave aSyn rescue -11%, EPAC1 antag 6%, PI5P4Ka inh 7, EPAC1 agonist 4%, WRN inhibitor -13%, IL2 activator -3.3, PLK1 PBD inh -1% and Abeta rescue 2%.
CS(=O)(=O)Nc1ccc(C(=O)CSc2nnc(C3CC3)n2C2CC2)cc1 was read as FUS yeast rescue -2%, aSyn rescue 1%, EPAC1 antag 14%, PI5P4Ka inh -20, EPAC1 agonist 10%, WRN inhibitor -6%, IL2 activator 0.2, PLK1 PBD inh -7% and Abeta rescue -5%.
`COc1ccc(O)c(CN2CCCC(N3CCc4ccccc4C3)C2)c1` (stereo unspecified) gave FUS yeast rescue -12%, aSyn rescue -3%, EPAC1 antag 8%, PI5P4Ka inh -6, EPAC1 agonist 3%, WRN inhibitor 14%, IL2 activator 1.5, PLK1 PBD inh 7% and Abeta rescue 4%.
`O=C1C(Cl)=C(N2CCOCC2)C(=O)N1CCc1ccccc1` gave aSyn rescue 9%, EPAC1 antag -27%, PI5P4Ka inh 0, EPAC1 agonist -1%, WRN inhibitor -13%, IL2 activator -0.3, PLK1 PBD inh -10% and Abeta rescue -9%.
For Cc1cccc(OCCNc2cc(N3CCN(CCO)CC3)ccc2[N+](=O)[O-])c1 the results were aSyn rescue 5%, EPAC1 antag -17%, PI5P4Ka inh 15, EPAC1 agonist -1%, WRN inhibitor -2%, IL2 activator -0.3, PLK1 PBD inh 0% and Abeta rescue -6%.
For CCOC(=O)N1CCN(CC(O)COc2ccc(-c3ccccc3)cc2)CC1 (stereo unspecified) the results were FUS yeast rescue 4%, aSyn rescue -6%, EPAC1 antag 18%, PI5P4Ka inh 11, EPAC1 agonist -3%, WRN inhibitor -2%, IL2 activator -2.4, PLK1 PBD inh -3% and Abeta rescue -9%.
For O=[N+]([O-])c1ccccc1OCc1nc(-c2cccs2)no1 the results were FUS yeast rescue -3%, aSyn rescue 3%, EPAC1 antag -4%, PI5P4Ka inh -8, EPAC1 agonist 1%, WRN inhibitor -5%, IL2 activator 1.7, PLK1 PBD inh 3% and Abeta rescue 10%.
Screening CC(C)CC(NC(N)=O)C(=O)OCC(=O)Nc1ccc(OC(F)F)cc1 (stereo unspecified) returned FUS yeast rescue 12%, aSyn rescue -8%, EPAC1 antag -4%, PI5P4Ka inh 1, EPAC1 agonist 1%, WRN inhibitor 3%, IL2 activator 0.5, PLK1 PBD inh 24µM* and Abeta rescue -19%.
For COc1ccc(-c2cnc3c(NC=O)cc(-c4ccoc4)cn23)cc1OC the results were FUS yeast rescue inconclusive, aSyn rescue 3%, EPAC1 antag -13%, PI5P4Ka inh inconclusive, EPAC1 agonist 1%, WRN inhibitor -9%[57.1 µM], IL2 activator -0.7, PLK1 PBD inh -18% and Abeta rescue 1%.
For Cc1c(Cl)cccc1NC(=O)CN1CCN(CCO)CC1 the results were FUS yeast rescue -14%, aSyn rescue -3%, EPAC1 antag 3%, EPAC1 agonist 7%, WRN inhibitor -5%, IL2 activator -3.7, PLK1 PBD inh -3% and Abeta rescue 8%.
COc1cccc(C2NC(=O)NC(C)=C2C(=O)Nc2ccc(C)cc2)c1OC (stereo unspecified) was read as FUS yeast rescue 6%, aSyn rescue 5%, EPAC1 antag 5%, EPAC1 agonist 1%, WRN inhibitor -2%[57.1 µM], IL2 activator -0.4, PLK1 PBD inh 3% and Abeta rescue 5%.
For COc1cc(C(C)=O)ccc1OCCCN1CCC(Cc2ccccc2)CC1 the results were FUS yeast rescue -8%, aSyn rescue 2%, EPAC1 antag -6%, PI5P4Ka inh 2, EPAC1 agonist -5%, WRN inhibitor 7%, IL2 activator -1.6, PLK1 PBD inh -8% and Abeta rescue -4%.
For CCN(c1ccccc1)S(=O)(=O)c1ccc(Cl)c(C(=O)N2CCCC2)c1 the results were FUS yeast rescue -9%, aSyn rescue -2%, EPAC1 antag -9%, PI5P4Ka inh 0, EPAC1 agonist -6%, WRN inhibitor -4%, IL2 activator -0.6, PLK1 PBD inh 4% and Abeta rescue -5%.
For CCN(C[C@H]1N[C@@](CC)(C(=O)OC)[C@H]2C(=O)N(Cc3ccccc3)C(=O)[C@@H]12)C(=O)c1ccc(C)cc1 the results were FUS yeast rescue 40%, aSyn rescue 4%, EPAC1 antag -7%, PI5P4Ka inh 0, EPAC1 agonist -20%, WRN inhibitor 0%, IL2 activator -0.3, PLK1 PBD inh 1% and Abeta rescue 2%.
For COc1ccc(CCNS(=O)(=O)c2cccc([N+](=O)[O-])c2)cc1 the results were FUS yeast rescue 4%, aSyn rescue -1%, EPAC1 antag -5%, PI5P4Ka inh 5, EPAC1 agonist 4%, WRN inhibitor -8%, IL2 activator 3.5, PLK1 PBD inh -3% and Abeta rescue 26%.
For Cc1c(Br)c([N+](=O)[O-])nn1CC(=O)N1CCCc2ccccc21 the results were FUS yeast rescue -3%, aSyn rescue -4%, EPAC1 antag 15%, PI5P4Ka inh 1, EPAC1 agonist -3%, WRN inhibitor -5%, IL2 activator 0.7, PLK1 PBD inh -6% and Abeta rescue 1%.

Gathered by group, the entries above with fluorine.
For O=C(CSc1nc2ccccc2[nH]1)N1CCN(c2ccc(F)cc2)CC1 the results were FUS yeast rescue 18%, aSyn rescue -3%, EPAC1 antag -7%, PI5P4Ka inh -7, EPAC1 agonist 2%, WRN inhibitor -2%, IL2 activator 0.4, PLK1 PBD inh -3% and Abeta rescue 4%.
Screening CC(C)CC(NC(N)=O)C(=O)OCC(=O)Nc1ccc(OC(F)F)cc1 (stereo unspecified) returned FUS yeast rescue 12%, aSyn rescue -8%, EPAC1 antag -4%, PI5P4Ka inh 1, EPAC1 agonist 1%, WRN inhibitor 3%, IL2 activator 0.5, PLK1 PBD inh 24µM* and Abeta rescue -19%.

Source: PubChem
